Source: PubChem BioAssay (several laboratories)
K1F lysis inhibition: inhibition of K1F phage lysis, E. coli UTI89, bacterial capsule biogenesis inhibitors, alamar blue (AID 488966) | E. coli UTI89 K1F phage lysis, alamar blue, 2 h; higher % means a stronger effect | one-dose inhibition, % at 100 µM; IC50 in µM for titrated hits | actives 0.02% (n = 340,000);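 active = phage lysis inhibition, versus mean bacterial control, above a set limit; inconclusive = no clear call, values can overlap the other calls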;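 note: capsule biogenesis inhibitors block K1F phage lysis so surviving cells raise fluorescence; higher fluorescence means more inhibition of phage lysis; actives were called in the ten point dose series up to 300 µM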
Large T inhibition: TAg ATPase/helicase activity blockers – biochemical (AID 1903); SV40 large T antigen ATPase/helicase inhibition assay; higher % means a stronger effect; inhibition, % at 20 µM; hits with a dose series show IC50 in µM; actives 0.39% (n = 310,000); in the data active = a potency from the dose series; inconclusive = inhibition mostly from about 32% at the one dose, without a potency; inactive = the rest, 99 in 100 with inhibition below about 32%; note: strong numbers were not always called active
Dengue-2 NS5 capping: Dengue-2 NS5 methyltransferase inhibitors, primary screen, biochemical, confirmation dose response (AID 588689) | Dengue-2 NS5 methyltransferase capping enzyme assay, biochemical; higher % means a stronger effect | inhibition, % at 25 µM; hits with a dose series show IC50 in µM | actives 0.3% (n = 340,000); in the data active = a potency from the dose series; inconclusive = inhibition above about 29% without an active follow-up result
RSV antiviral HEp-2: RSV antiviral activity via CPE protection, HEp-2 cells, primary 10 µM value included (AID 2391) | actives 0.13% (n = 310,000) | HEp-2 cells, RSV-induced CPE inhibition; higher % means a stronger effect | CPE inhibition, % at 10 µM; hits with a dose series show IC50 in µM; in the data active = a potency from the dose series; inconclusive = CPE inhibition mostly from about 23% at the one dose, without a potency; inactive = the rest, 99 in 100 with CPE inhibition below about 21%; note: strong numbers were not always called active
PhoP inhibition: PhoP-dependent GFP reporter repression – Salmonella Typhimurium, primary screen (AID 1863) | S. Typhimurium PhoP-regulated promoter GFP reporter, 4 h; higher % means a stronger effect | inhibition, % at 50 µM; hits with a dose series show IC50 in µM | actives 0.16% (n = 300,000);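 active = inhibition over 29.93%, a cutoff 3 SD above the screen mean, later confirmed by dose response; inconclusive = inhibition over 29.93% but no dose response follow-up; inactive = inhibition at most 29.93% or unconfirmed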;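 note: 0% = low Mg2+ inducing control and 100% = high Mg2+ repressing control; strong numbers were not always called active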
MgcRacGAP inhibition: MgcRacGAP GTPase-activating activity inhibitors, confirmation, biochemical, ADP Hunter fluorescence | inhibition, % at 30 µM, or IC50 in µM where a hit was titrated | MgcRacGAP-stimulated Rac1 GTP hydrolysis, ADP Hunter fluorescence; higher % means a stronger effect; GST-tagged Rac1 F28L mutant substrate | actives 0.6% (n = 340,000);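 active = first-screen hits whose inhibition reached a set limit at any dose in the follow-up dose series; inconclusive = inhibition above the set first-screen limit but never retested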;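 note: fluorescence reports GDP produced by GAP-driven GTP hydrolysis; strong numbers were not always called active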
West Nile antiviral: West Nile virus antiviral activity, cell-based, CPE readout (AID 1621); West Nile virus-infected cells, CPE inhibition; higher % means a stronger effect; one-dose CPE inhibition, % at 10 µM; IC50 in µM for titrated hits; actives 0.02% (n = 290,000); in the data active = a potency from the dose series; inconclusive = CPE inhibition mostly from about 3.7% at the one dose, without a potency; inactive = the rest, 99 in 100 with CPE inhibition below about 2.2%; note: strong numbers were not always called active
NTR1 agonist: NTR1-driven beta-arrestin-GFP spot formation – imaging, U2OS cells, high content, primary screen (AID 493036). P30989. agonist mode. activation, % at 20 µM. actives 0.17% (n = 330,000);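 active = activation at or above 40% of the spot to cytoplasm intensity ratio, with at least 20 cells analyzed; inconclusive = wells under 20 cells, flagged as cytotoxic or low count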;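 note: 0% = DMSO without peptide and 100% = 100 nM NTR1 peptide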
Target sequence (P30989 whole entry, looked up): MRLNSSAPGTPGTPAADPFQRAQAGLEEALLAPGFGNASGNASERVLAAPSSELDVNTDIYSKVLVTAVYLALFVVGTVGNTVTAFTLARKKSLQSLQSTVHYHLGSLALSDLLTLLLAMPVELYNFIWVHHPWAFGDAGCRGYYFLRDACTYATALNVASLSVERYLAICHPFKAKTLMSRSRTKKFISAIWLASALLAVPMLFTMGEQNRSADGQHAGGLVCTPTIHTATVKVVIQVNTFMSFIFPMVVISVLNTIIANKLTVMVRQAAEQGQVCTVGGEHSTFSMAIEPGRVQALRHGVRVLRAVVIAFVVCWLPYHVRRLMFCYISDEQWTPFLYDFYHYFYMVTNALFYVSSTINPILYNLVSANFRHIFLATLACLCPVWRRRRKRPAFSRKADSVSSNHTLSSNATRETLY
T cell HTS: T cell immune modulation candidate | 2C CD8+ T cell-vesicle binding, flow cytometry; active compounds read low | calls only at 7 µM | actives 0.068% (n = 330,000);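 active = response, share of CD8 T cells binding vesicles, and their 90th percentile fluorescence all below set limits, cut at about 80% in these data, passing the limit was not always enough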
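Assay system – 2C mouse CD8+ T cells · Also added – QL9-loaded Drosophila micro-vesicles · Timing – Cell–vesicle co-incubation 1.5 h at 37 °C, staining 20 min on ice · Signal – flow cytometry of vesicle-bound cells · Measure – percent CD8+ FL2 mean versus row control · Controls – Peptide-free naked vesicles (low) and QL9 vesicles with 0.7% DMSO vehicle (high)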
T cell HTS vesicle-bound %: further read-out of T cell HTS, marked with its call; double positive events, %; measured here: CD8+ vesicle-bound cell fraction;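 binding gate set so that unloaded-vesicle control wells show 10% double positive cells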
NTR1 agonist cell count 20 µM: recorded beside NTR1 agonist, whose call it bears; cell count; measured here: cell count, cytotoxicity flag
An asterisk follows results filed as active; i = inactive; ? = inconclusive; . = not tested or not shown; [ ] = remark or other dose.

Fields: NTR1 agonist cell count 20 µM | MgcRacGAP inhibition | PhoP inhibition | Large T inhibition | T cell HTS vesicle-bound % | NTR1 agonist | Dengue-2 NS5 capping | West Nile antiviral | RSV antiviral HEp-2 | K1F lysis inhibition | T cell HTS
COc1cc(C(=O)N/C(=C\c2cn(C)c3ccccc23)C(=O)NCCN2CCOCC2)cc(OC)c1OC
 : 56 | 12% | 0% | 6% | 35 | 0.7 | -14% | 0.2% | 0.6% | 0.2% | i
O=[N+]([O-])/C(C=Nc1ccccc1O)=C\Nc1ccccc1O
 : . | 59µM* | -6% | . | . | . | -8% | -0.8% | . | 2.6% | .
O=C(O)c1ccc(CSc2nnnn2C2CCCCC2)cc1
 : 81 | 2% | -12% | 15% | 32 | 0.2 | 0% | 0.3% | -0.4% | 0.1% | i
Cc1cc(C)nc(SCC(=O)NC2=NC(=O)C(C)S2)n1 (stereo not given)
 : 48 | . | -7% | 8% | 62 | -0.5 | . | -0.4% | 0.6% | . | i
Cc1nn(C(=O)c2ccco2)c(C)c1Sc1ccc([N+](=O)[O-])cc1
 : 52 | 6% | -5% | 2% | 52 | 5.9 | . | -0.1% | ? | 0.4% | i
COc1cc(NC(=O)c2ccc(Br)o2)c(C(=O)O)cc1OC
 : 63 | 11% | -10% | 6% | 58 | 2.7 | -4% | 0.6% | -0.1% | 1.7% | i
C=CCN1C(=O)c2ccc(C(=O)N(C)CC(=O)Nc3cccc(F)c3)cc2C1=O
 : 62 | 4% | -1% | 10% | 16 | 0.4 | -3% | 0.5% | 1.9% | -0.1% | i
Cc1ccc(NC(=S)NNC(=O)c2ccco2)cc1
 : 81 | 6% | -11% | 18% | 20 | -1.5 | -3% | -0.6% | 0.5% | -9.0% | i
COc1cc(/C=C/C(=O)OCC(=O)NC(=O)NC2CCCCC2)ccc1OC(F)F
 : 67 | 7% | -2% | 10% | 14 | 3.1 | 2% | 0.0% | 1.1% | -0.1% | i
O=C(CCCCCN1C(=O)[C@@H]2Cc3ccccc3CN2C1=O)NCCc1ccccc1
 : 62 | 6% | -8% | 11% | 8 | 0.4 | -2% | -0.8% | 1.0% | 0.2% | i
O=C(Oc1cccc(C(=S)N2CCOCC2)c1)c1ccccc1
 : 56 | 8% | -5% | 9% | 26 | 2.4 | -1% | 0.2% | 3.5% | -0.2% | i
Cc1oc2c(C)c3oc(=O)c(CCC(=O)O)c(C)c3cc2c1-c1ccccc1
 : 97 | 12% | 0% | 6% | 48 | 5.5 | 28% | -0.6% | 12% | -0.1% | i
Cc1ccc(C)c(C(=O)Nc2nc3ccccc3[nH]2)c1
 : 46 | 10% | 5% | 0% | 39 | 1.9 | 6% | 0.1% | 0.7% | 0.8% | i
O=c1[nH]c(SCc2ccccc2Cl)nc2[nH]ncc12
 : 91 | 13% | -1% | 16% | 49 | -0.6 | 3% | 0.6% | 4.0% | 0.5% | i
CCc1ccccc1N1C(=O)C2C3CC(=O)C(c4ccccc43)C2C1=O (stereo not given)
 : 78 | 1% | -4% | 4% | 47 | 0.5 | -6% | 0.0% | 1.4% | 0.3% | i
CC1(C)C(C(=O)O)N2C(=O)C(NC(=O)Cc3ccccc3)C2S1=O (stereo not given)
 : 45 | 17% | -8% | 4% | 45 | 0.1 | -5% | -0.9% | -1.1% | 0.1% | i
CCOC(=O)C1CCCN(S(=O)(=O)c2ccc(C)cc2)C1 (stereo not given)
 : 78 | 4% | -2% | -7% | 25 | 0.3 | -5% | -0.6% | 1.4% | -0.2% | i
COc1ccc(C(=O)C[n+]2ccccc2/C=N/O)cc1
 : 93 | 0% | -3% | 7% | 45 | -0.4 | -5% | -0.2% | 1.6% | 0.1% | i
Cc1[nH]n(-c2nc(-c3cccc([N+](=O)[O-])c3)cs2)c(=O)c1C
 : 90 | 8% | 1% | 20% | 7 | 0.2 | -1% | -0.2% | 1.6% | 0.8% | i
CC(=O)N(C)c1cccc(-c2ccc3nnc(C)n3n2)c1
 : 92 | 9% | -10% | 7% | 26 | -1.6 | -1% | 0.1% | 1.5% | 0.0% | i
COc1ccccc1N1CCN(C2CCCN(C(=O)c3cscn3)C2)CC1 (stereo not given)
 : 56 | 13% | -7% | 36% | 28 | -1.1 | 6% | 0.2% | 4.3% | 0.3% | i
NC1=NC(=O)/C(=C/c2ccc(OCC(=O)O)cc2)S1
 : 75 | 6% | 7% | -1% | 34 | -0.9 | -1% | -0.5% | 3.1% | 1.4%[50 µM] | i
CC(=O)C1=C(c2ccccc2)NC(=S)NC1c1ccc(O)c(O)c1 (stereo not given)
 : 38 | 0% | 5% | 20% | 33 | -0.2 | 0% | 0.0% | 0.8% | 0.4% | i
Cc1ccc(Oc2ccc(OCC(=O)NC(CC(C)C)C(=O)O)cc2)cc1 (stereo not given)
 : 63 | -3% | -6% | 25% | 9 | 1.4 | 0% | 0.2% | 0.4% | 0.4% | i
COc1ccc(-n2c(C)cc(=O)c3c2CC(C)(C)CC3=O)cc1
 : 70 | 11% | 3% | 10% | 36 | 2.4 | -10% | 0.5% | 1.3% | -2.2% | i
Cc1ccc(-n2nnnc2SCC(=O)Nc2cccc(NC(=O)c3ccco3)c2)cc1C
 : 45 | 0% | -15% | 0% | 66 | 0.0 | -1% | 0.1% | 6.3% | 3.2% | i
Cc1cc(CCCCCCCCc2cc(C)cc(=O)o2)oc(=O)c1
 : 64 | 7% | 13% | 23% | 0 | 1.5 | 1% | -1.5% | 12% | 0.0% | i
Cc1ccc(NC(=S)N(CCCN2CCCC(C)C2)Cc2ccco2)cc1C (stereo not given)
 : 51 | 4% | 0% | 11% | 41 | -1.0 | -11% | -1.4% | -0.5% | 3.9% | i
CC1CCCN(C(=O)NC(=O)c2ccc(Cl)cc2)C1 (stereo not given)
 : 60 | 2% | 3% | 6% | 17 | 0.4 | 2% | 0.3% | 1.5% | 1.0%[50 µM] | i
COC(=O)CSc1ccc2nnc(CCNS(=O)(=O)c3ccc(C)cc3)n2n1
 : 42 | 1% | -1% | 2% | 40 | 1.1 | -8% | 0.4% | 4.4% | 0.6% | i
Cc1sc2ncnc(SCC(=O)NNC(=O)c3ccco3)c2c1C
 : 84 | 10% | 2% | 8% | 29 | -0.6 | . | 0.2% | 2.2% | -0.3% | i
COC(=O)Cn1c(CN(Cc2ccccc2)Cc2ccccc2)nc2c1c(=O)[nH]c(=O)n2C
 : 56 | 4% | -6% | -2% | 34 | 2.9 | -7% | 0.8% | 0.9% | 1.6% | i
O=C(Nc1ccc(S(=O)(=O)Nc2ccccn2)cc1)c1cccc(Cl)c1
 : 53 | 12% | 5% | 9% | 28 | 0.3 | -8% | -0.4% | 1.4% | -0.1% | i
COc1cc(CC(=O)OCC(=O)c2ccc[nH]2)cc(OC)c1OC
 : 63 | 3% | . | . | 52 | -1.2 | -10% | . | . | 0.7%[50 µM] | i
Cc1cc(C)c([C@@H]2C[C@H]3CN(C4CCCC4)C(=O)[C@]34CCCN24)c(-n2cccn2)c1
 : 69 | 6% | -10% | 11% | 43 | 1.5 | -2% | -0.1% | -0.3% | 0.2% | i
Cc1cc(-c2csc(NC(=O)c3ccc(C#N)cc3)n2)c(C)n1Cc1ccco1
 : 71 | 3% | 39% | -4% | 44 | 0.6 | -6% | -0.2% | 7.2% | 1.4%[50 µM] | i
Cn1c(C(=O)N2CCN(C(=O)c3ccco3)CC2)cc2c(=O)n(C)c3ccccc3c21
 : 65 | 8% | 6% | 1% | 66 | 1.6 | -2% | 0.0% | 0.0% | 5.4% | i
O=C(OCc1cnc(Cl)s1)c1cccs1
 : 27 | 7% | 7% | 5% | 8 | 0.7 | -2% | -0.6% | 1.8% | 0.2% | i
O=C(Nc1ccc(S(=O)(=O)N2CCOCC2)cc1)c1cc(-c2cc(Cl)ccc2O)n[nH]1
 : 57 | -7% | 1% | 5% | 48 | 34 | -3% | -0.4% | 15% | 0.2% | i
Cn1nc(C(=O)N2CCN(c3ccc([N+](=O)[O-])cc3)CC2)c2c1-c1ccccc1S(=O)(=O)C2
 : 61 | 12% | 3% | 11% | 42 | 1.7 | -8% | -0.3% | 1.2% | 0.1% | i
COc1ccccc1Nc1nc(N)nc(CCl)n1
 : 60 | 8% | -10% | 16% | 53 | 0.8 | -3% | -1.0% | . | 0.0% | i
CCOC(=O)C1CCCN(S(=O)(=O)c2cc(OCC(N)=O)c(C)cc2Cl)C1 (stereo not given)
 : 91 | 7% | -3% | -13% | 58 | 17 | -6% | -0.2% | 0.9% | 8.8% | i
CC(C)(C)OC(=O)N[C@@H](Cc1ccccc1)c1nnc(SCC(N)=O)o1
 : 64 | 8% | -7% | 7% | 15 | -0.3 | 3% | 0.0% | . | -1.0% | i
Cn1nnnc1SCc1nnc(-c2ccc(Cl)cc2)o1
 : 50 | 2% | 3% | 5% | 51 | 2.0 | -8% | -0.1% | 2.5% | 0.0% | i
O=C1CCCCCN1CSc1nc2ccccc2s1
 : 45 | 9% | 7% | 3% | 49 | 3.0 | -2% | -0.3% | -0.5% | 0.5% | i
C=CCn1c(SCC(=O)N2CCCC2)nc2c([nH]c3ccccc32)c1=O
 : 55 | -3% | -6% | 6% | 64 | 1.8 | 1% | 0.1% | 1.8% | 0.8%[50 µM] | i
CCOc1ccc(CNC(=O)CCc2cn(Cc3ccccc3)c3ccccc23)cc1
 : 69 | 12% | -12% | 5% | 36 | -0.3 | 5% | . | 1.1% | -0.2% | i
O=c1oc(-c2ccc(O)c(O)c2)cc2cc(O)cc(O)c12
 : 54 | 20µM* | . | . | 15 | 1.6 | 2% | . | . | -8.1% | i
CC(C)c1ccc(NC(=O)C2CCN(c3ncnc4c3nc3n4CCCCC3)CC2)cc1
 : 46 | 0% | -4% | 17% | 15 | 14 | 5% | -0.1% | 8.3% | -2.0% | i
